# Compound activity deposited in PubChem BioAssay by several laboratories.
# TMEM16A inh – mouse TMEM16A channel inhibition, primary screen. Q8BHY3. HEK293 TMEM16A/YFP iodide influx fluorescence, ionomycin. normalized B-score (activity score, 25-100; higher = stronger inhibition) at 10 µM. 310,000 tested, 1.2% active;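 active = ratio plate-corrected score three or more library SD toward inhibition, starting fluorescence score within five deviations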;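 also: score derived from kinetic fluorescence span divided by baseline fluorescence per well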
# SKKanGAS inh – SKKanGAS growth inhibition; 300,000 tested, 1.3% active; inhibition, % at 7.5 µM; AID 1662; S. pyogenes SKKanGAS, kanamycin growth, BacTiter-Glo, 6 h;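 active = mean replicate score, as percent of positive control median, at least 50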;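 also: strain carries kanamycin resistance gene driven by streptokinase promoter and grows in 40 µg/ml kanamycin; loss of luminescence reflects streptokinase promoter inhibition or plain growth inhibition; 0% = median of DMSO wells and 100% = positive control at its reference dose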
# TMEM16A act – activates or potentiates the mouse TMEM16A chloride channel; Q8BHY3; HEK293 TMEM16A/YFP-H148Q/I152L, iodide quench fluorescence; stronger effect = lower value; B-score at 10 µM; 340,000 tested, 0.3% active; AID 623877;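 active = fluorescence-ratio B-score plate-corrected deviation score at least 3 library SD below zero, with starting fluorescence score within 5 deviations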;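 also: channel opened by trigger with iodide after compound preincubation; score built on the fluorescence ratio of max minus min over baseline; more negative score means more quench and so TMEM16A activation or potentiation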
# TRPC6 activator – activates the mouse TRPC6 cation channel; Q61143; AID 2550; B-score at 10 µM; HEK293-TRPC6 membrane potential dye fluorescence; stronger effect = higher value; 310,000 tested, 0.13% active;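 active = B-score of the integrated fluorescence ratio above library mean plus 3 SD, and starting fluorescence ratio within library mean plus 5 SD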;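 also: higher score means more depolarization so channel activation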
# MrgX1 PAM – human MrgX1 positive allosteric modulation, primary screen; B-score at 10 µM; 310,000 tested, 0.63% active; MrgX1-HEK293, Fluo-4 calcium flux, FDSS; stronger effect = higher value;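 active = plate-corrected calcium response at least 3 library SD above typical, normal starting fluorescence, not activating the receptor alone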;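 also: compound read alongside a low EC10 to EC30 dose of BAM8-22 agonist; peak minus trough fluorescence over baseline measured at the second addition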
# TRPC6 inh – blocks the mouse TRPC6 cation channel | Q61143 | HEK293-TRPC6, membrane potential dye, ACh-evoked depolarization; stronger effect = lower value | B-score at 10 µM | 310,000 tested, 1.1% active | AID 2553;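 active = B-score under library mean minus 3 SD, initial fluorescence not abnormally high, positive integrated signal ratio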;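 also: B-score derived from integrated fluorescence ratio over the kinetic read; more negative B-score means stronger inhibition of depolarization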
# MrgX1 agonist – agonists of human MrgX1 receptor; AID 588627; 310,000 tested, 0.44% active; MrgX1-HEK293 cells, Fluo-4 calcium fluorescence, agonist mode; stronger effect = higher value; B-score at 10 µM;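 active = calcium response B-score plate-corrected fluorescence ratio at least 3 library SD, with starting fluorescence B-score inside 5 SD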
#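 Test system: HEK293 cells stably expressing human MrgX1 receptor; Input: fifteen thousand cells per well; Dosing: compound delivered in addition one of three; Schedule: overnight seeding, then 1 h dark dye loading; Technique: Fluo-4 NW calcium fluorescence; Measure: B-scored fluorescence response ratio; Controls: positive and negative controls per plate.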
# TRPC4 agonist – activators of mouse TRPC4 channel. Q9QUQ5. HEK293 TRPC4beta/mu-opioid, Fluo4 calcium fluorescence; stronger effect = higher value. B-score at 10 µM. 310,000 tested, 0.49% active;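 active = B-score above 5 SD of library B-scores, and initial fluorescence ratio not above library mean plus 5 SD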;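 also: positive B-score marks a calcium rise read as TRPC4 activation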
# Target sequence (Q9QUQ5 whole entry, looked up): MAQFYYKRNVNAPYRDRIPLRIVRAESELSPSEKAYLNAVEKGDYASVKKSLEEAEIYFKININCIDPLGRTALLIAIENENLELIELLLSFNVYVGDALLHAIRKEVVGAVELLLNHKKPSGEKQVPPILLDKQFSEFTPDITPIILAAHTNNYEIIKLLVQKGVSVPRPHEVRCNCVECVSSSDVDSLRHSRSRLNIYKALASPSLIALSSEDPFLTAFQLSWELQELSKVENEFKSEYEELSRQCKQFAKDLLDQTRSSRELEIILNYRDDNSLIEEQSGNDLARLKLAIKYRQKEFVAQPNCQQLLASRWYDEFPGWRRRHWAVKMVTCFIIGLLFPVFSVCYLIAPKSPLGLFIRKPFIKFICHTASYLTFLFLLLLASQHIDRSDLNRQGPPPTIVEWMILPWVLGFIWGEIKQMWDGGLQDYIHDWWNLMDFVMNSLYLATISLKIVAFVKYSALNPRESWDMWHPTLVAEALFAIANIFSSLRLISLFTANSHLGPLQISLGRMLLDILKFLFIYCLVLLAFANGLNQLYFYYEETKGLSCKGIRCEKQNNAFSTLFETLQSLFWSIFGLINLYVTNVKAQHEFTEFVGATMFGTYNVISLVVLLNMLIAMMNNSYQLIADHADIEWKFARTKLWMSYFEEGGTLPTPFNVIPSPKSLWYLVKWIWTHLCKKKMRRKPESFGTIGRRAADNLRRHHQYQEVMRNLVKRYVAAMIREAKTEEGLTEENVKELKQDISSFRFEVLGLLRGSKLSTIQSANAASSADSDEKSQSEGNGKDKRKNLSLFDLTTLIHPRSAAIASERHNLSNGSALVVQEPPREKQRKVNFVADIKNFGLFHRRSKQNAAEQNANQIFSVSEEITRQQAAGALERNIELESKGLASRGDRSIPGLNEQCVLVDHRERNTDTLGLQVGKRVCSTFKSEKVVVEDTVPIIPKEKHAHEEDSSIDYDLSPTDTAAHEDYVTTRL
#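 system = HEK293 cells stably co-expressing mouse TRPC4beta and mu-opioid receptor | schedule = Fluo4 dye loading 45 min at room temperature, 110 s recording | measure = B-scored integrated calcium fluorescence ratio | signal = Fluo4 calcium-sensitive dye fluorescence, kinetic, 1 Hz baseline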
# MrgX1 antag – antagonists of human MrgX1 receptor; AID 588676; MRGX1-HEK293 calcium flux, Fluo-4, BAM8-22 antagonism; stronger effect = lower value; 310,000 tested, 1.3% active; Q96LB2; B-score at 10 µM;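 active = calcium-response B-score plate-corrected more than 3 library SD below zero, starting fluorescence within 5 deviations, no agonist response on first addition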;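 also: peak minus trough fluorescence over baseline after final BAM8-22 challenge near maximal dose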
# TRPC4 PAM – allosterically enhances the mouse TRPC4 cation channel; Q9QUQ5; HEK293 TRPC4beta/mu-opioid, DAMGO EC20, Fluo-4 Ca2+ flux; stronger effect = higher value; B-score at 10 µM; 310,000 tested, 0.42% active; AID 2227;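 active = B-score of calcium response area above 5 SD of library B-scores, with initial fluorescence ratio within 5 SD of library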;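 also: B-score of integrated fluorescence ratio over time as area under calcium response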
# TRPC4 inh – blocks the mouse TRPC4 cation channel; Q9QUQ5; HEK293 TRPC4beta/mu-opioid, DAMGO-evoked Fluo4 calcium flux; stronger effect = lower value; B-score at 10 µM; 300,000 tested, 0.39% active; AID 2247;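 active = B-score over 3 SD under the library average, no early fluorescence shift, positive overall ratio signal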
#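 Assay system: Stable TRPC4beta/mu-opioid receptor HEK293 cells | Reagent: DAMGO in two steps, submaximal then maximal | Compound dosing: Single concentration per test compound | Signal: Fluo4 Ca2+ flux fluorescence | Evaluation: Per-well B score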
# * hit, by the source's call; i = inactive; . = not tested or not shown.
mol	TMEM16A inh	SKKanGAS inh	TMEM16A act	TRPC6 activator	MrgX1 PAM	TRPC6 inh	MrgX1 agonist	TRPC4 agonist	MrgX1 antag	TRPC4 PAM	TRPC4 inh
CCCCC(=O)O[C@]1(C(=O)CO)CC[C@H]2[C@@H]3CCC4=CC(=O)CC[C@]4(C)[C@H]3[C@@H](O)C[C@@]21C	i	9	i	i	i	i	i	i	i	i	i
O=[N+]([O-])c1ccc(/C=N/N/C(=N/c2ccccn2)c2ccccn2)cc1	i	8	i	i	i	i	i	i	i	i	i
CSc1ccccc1NC(=O)CN(C)C(=O)C1CCN(C(=O)Nc2ccccc2)CC1	i	-2	i	i	i	i	i	i	i	i	i
Cc1ccc(S(=O)(=O)CCNC(=O)Cc2ccc(Cl)cc2)cc1	i	7	i	i	i	i	i	i	i	i	i
COC(=O)C(CC(C)C)NC(=O)/C=C/c1ccc(Cl)cc1 (stereo unspecified)	i	-6	i	i	i	i	i	i	i	i	i
Cc1cc(NS(=O)(=O)c2ccc(NC(=O)CN3C(=O)c4ccccc4C3=O)cc2)nc(C)n1	i	-12	i	i	i	i	i	i	i	i	i
Cc1cc(C)n(CCN(C)C(=O)C2CCC(=O)N(CCc3cccc(F)c3)C2)n1 (stereo unspecified)	i	0	i	i	i	i	i	i	i	i	i
O=C(COC(=O)c1c(Cl)cccc1Cl)Nc1cc(Cl)ccc1Oc1ccccc1	i	17	i	i	i	i	i	i	i	i	i
O=C(CC1SC(=Nc2ccccc2)N(CCc2ccccn2)C1=O)Nc1ccc(F)cc1 (stereo unspecified)	i	1	i	i	i	i	i	i	i	i	i
CC(OC(=O)c1ccncc1)C(=O)Nc1ccc([N+](=O)[O-])cc1Cl (stereo unspecified)	i	4	i	i	i	i	i	i	i	i	i
CC(c1ccccc1)C1CC(=O)N(c2cc(Cl)ccn2)C1=O (stereo unspecified)	i	4	i	i	i	i	i	i	i	i	i
O=C(N[C@@H](Cc1ccccc1)C(=O)OCc1ccccc1)c1nc[nH]c1C(=O)NC1CCNCC1	i	4	i	i	i	i	i	i	i	i	i
CCN1CC(CN(C)Cc2nc(-c3ccc(Cl)cc3)no2)CC1=O (stereo unspecified)	i	1	i	i	i	i	i	i	i	i	i
Cn1ncc2c(N3CCN(c4ccccc4F)CC3)ncnc21	i	-11	i	i	i	i	i	i	i	i	i
O=C(Cc1cccs1)Nc1cccnc1	i	10	i	i	i	i	i	i	i	i	i
O=C(NCc1ccco1)C1CCCN1C(=O)Nc1ccc(Cl)cc1 (stereo unspecified)	i	-1	i	i	i	i	i	i	i	i	i
COc1ccc(-c2cc(CNC(=O)CCl)on2)cc1	i	7	i	i	i	i	i	i	i	i	i
Cc1ccc(-c2c(C(=O)NCc3ccccc3)oc(=O)c3ccccc23)cc1	i	-25	i	i	i	i	i	i	i	i	i
O=C(COC(=O)CSc1ccc([N+](=O)[O-])cc1)NCc1ccco1	i	-4	i	i	i	i	i	i	i	i	i
CC(C)c1ccc(/C=C2\NC(=S)N(Cc3cccnc3)C2=O)cc1	i	-16	i	i	i	i	i	i	i	i	i
Cc1ccc(/C=N/NC(=O)NC23CC4CC(CC(C4)C2)C3)o1	i	1	i	i	i	i	i	i	i	i	i
CCN1C(=O)c2cccc3c(S(=O)(=O)Nc4ccc(OC)cc4OC)ccc1c23	i	31	i	i	i	i	i	i	i	i	i
CCCC(=O)OC(C(=O)Nc1cc(C(F)(F)F)ccc1Cl)c1ccccc1 (stereo unspecified)	i	-13	i	i	i	i	i	i	i	i	i
CCn1c(C)cc(/C=C2/SC(=S)N(CC(=O)O)C2=O)c1C	i	-4	i	i	17*	i	i	i	i	i	i
COc1ccc(CNS(=O)(=O)NCc2ccccc2)cc1OC	i	-7	i	i	i	i	i	i	i	i	i
CCc1nc(N2CCCCC2C)c2oc3ccccc3c2n1 (stereo unspecified)	i	27	i	i	i	i	i	i	i	i	i
CCOc1ccc(N/C=C/C(=O)c2cc(OC)c(OC)c(OC)c2)cc1	i	0	i	i	i	i	i	i	i	i	i
CCc1ccc(NC2=CC(=O)CC(c3ccco3)C2)cc1 (stereo unspecified)	i	-7	i	i	i	i	i	i	i	i	i
CCN(CCn1cccn1)C(=O)C1CCC(=O)N(CCc2cccc(F)c2)C1 (stereo unspecified)	i	-9	i	i	i	i	i	i	i	i	i
O=c1oc2ccccc2cc1-c1csc(Nc2nc3ccc(F)cc3s2)n1	i	-5	.	i	i	i	i	i	i	i	i
CCOC(=O)C(C)NC(=O)CCc1nnc2ccc(N3CCCCC3)nn12 (stereo unspecified)	i	-2	.	i	i	i	i	i	i	i	i
COCCN(C(=S)Nc1ccccc1OC)C1CCN(C(C)C)CC1	i	-5	i	i	i	i	i	i	i	i	i
CCOC(=O)Cc1cc(=O)n2[nH]c(-c3ccccc3)c(-c3ccccc3)c2n1	i	2	i	i	i	i	i	i	i	i	i
COc1ccc(NC(=O)CCNS(=O)(=O)c2ccc3c(c2)CCC(=O)N3)cc1	i	-8	i	i	i	i	i	i	i	i	i
CCCCCCCCCC(=O)Nn1cnc2ccccc2c1=O	i	5	i	i	i	i	i	i	i	i	i
O=C(NCCc1ccccn1)C1CCCN1S(=O)(=O)c1ccc(Cl)cc1 (stereo unspecified)	i	-6	i	i	i	i	i	i	i	i	i
COc1ccc(Nc2cc(C(=O)NCCCN3CCOCC3)c3ccccc3n2)cc1	i	4	i	i	i	i	i	i	i	i	i
CCN(CC)C(=O)CSc1nnc(-c2ccc(S(=O)(=O)N3CCCC3)cc2)o1	i	-4	i	i	i	i	i	i	i	i	i
CC1CC(C)CN(CCCNC(=O)CN2C(=O)CSc3ccc(S(=O)(=O)N4CCOCC4)cc32)C1 (stereo unspecified)	i	-2	i	i	i	i	i	i	i	i	i
CCn1c(SCC(=O)NC2CCCC2)nnc1-c1ccco1	i	-2	i	i	i	i	i	i	i	i	i
COc1ccc(S(=O)(=O)NCC(=O)N(CC(=O)NCc2ccco2)Cc2ccc(F)cc2)cc1	i	-3	i	i	i	i	i	i	i	i	i
COc1ccc(C)cc1NC(=O)C1CCCN(S(=O)(=O)c2cccnc2)C1 (stereo unspecified)	i	-1	i	i	i	i	i	i	i	i	i
C=CCC(CC(O)COCCC)C(=O)NNC(=S)Nc1ccccc1 (stereo unspecified)	i	0	i	i	i	i	i	i	i	i	i
CCOC(=O)/C(C#N)=N\Nc1ccc(S(=O)(=O)Nc2nc(C)cc(C)n2)cc1	i	-14	i	i	i	i	i	i	i	i	i
Nc1cccc(C(=O)OCC(=O)c2ccccc2)c1	i	-2	i	i	i	i	i	i	i	i	i
O=C(NCC1OCCCN1S(=O)(=O)c1cc(F)ccc1F)C(=O)NC1CCCCCC1 (stereo unspecified)	i	3	i	i	i	i	i	i	i	i	i
COc1ccc(S(=O)(=O)N2CC(C(=O)O)Oc3ccc(Cl)cc32)cc1 (stereo unspecified)	i	-1	i	i	i	i	i	i	i	i	i
COC(=O)C1=C(C)NC(C)=C(C(=O)OC)C1c1ccc(OC(=O)c2oc3ccccc3c2C)c(OC)c1	i	11	i	i	i	i	i	i	i	i	i
CC(=O)NC(Cc1ccccc1)C(=O)NC1CCN(C(=O)NCc2ccccc2)CC1 (stereo unspecified)	.	5	i	i	.	i	.	i	.	i	i
O=C(CCN1C(=O)c2ccccc2C1=O)NCCN1CCOCC1	i	1	i	i	i	i	i	i	i	i	i

# Next compounds:
mol	TMEM16A inh	SKKanGAS inh	TMEM16A act	TRPC6 activator	MrgX1 PAM	TRPC6 inh	MrgX1 agonist	TRPC4 agonist	MrgX1 antag	TRPC4 PAM	TRPC4 inh
Cc1ccc(-c2noc(C3CCCN(C(=O)c4ccc(F)cc4F)C3)n2)cc1 (stereo unspecified)	i	0	i	i	i	i	i	i	i	i	i
COc1ccccc1OC[C@H](O)CO	i	-4	i	i	i	i	i	i	i	i	i
O=C(O)C1CCCCC1C(=O)Nc1ccc(S(=O)(=O)N2CCCCC2)cc1 (stereo unspecified)	i	1	i	i	i	i	i	i	i	i	i
CCOc1ccc(-n2c(SCC(=O)NCc3ccco3)nc3c([nH]c4ccccc43)c2=O)cc1	i	13	i	i	i	i	i	i	i	i	i
COc1cc(O)c(C(CC(=O)N2CCCC2)c2cc(OC)c(OC)c(OC)c2)c(OC)c1 (stereo unspecified)	i	-1	i	i	i	i	i	i	i	i	i
COc1ccc(CN2C=C3C(=O)C(C)(OC(=O)CCc4ccccc4)C(=O)C=C3C=C2c2ccc(C#N)cc2)cc1 (stereo unspecified)	i	15	i	i	i	i	i	i	i	i	i
O=C(Nc1ccc(Cl)cc1Cl)N1CCN(c2ncccn2)CC1	i	-7	i	i	i	i	i	i	i	i	i
Cc1nc[nH]c(=O)c1Br	i	-1	i	i	i	i	i	i	i	i	i
CC(Oc1ccc(Cl)cc1Cl)C(=O)Nc1cccc(O)c1 (stereo unspecified)	i	-2	i	i	i	i	i	i	i	i	i
CN1c2ccccc2C(=O)/C(=C\Nc2ccc(F)cc2F)S1(=O)=O	i	11	i	i	i	i	i	i	i	i	i
COC(=O)C1CSC(c2ccc(Cl)cc2)N1C(=O)c1ccccc1 (stereo unspecified)	i	-7	i	i	i	i	i	i	i	i	i
OC(COc1ccccc1)CN1CCOCC1 (stereo unspecified)	i	4	i	i	i	i	i	i	i	i	i
CCN1CCCC1CNC(=O)C(=O)Nc1ccc(OC)cc1 (stereo unspecified)	i	5	i	i	i	i	i	i	i	i	i
COc1cccc(C(O)CC(N)=O)c1 (stereo unspecified)	i	4	i	i	i	i	i	i	i	i	i
O=C1CSC(=Nc2cccc([N+](=O)[O-])c2)N1	i	2	i	i	i	i	i	i	i	i	i
